Assay outcomes as filed in PubChem.
SW480 rerep = DNA re-replication induction in SW480 cells; SW480 DNA re-replication, Hoechst DNA content imaging, 48 h; Potency, µM (highest dose often 46.1 µM), for inactives: at the top dose re-replication activation, usual class: activators; hit rate 1.8% among 340,000; also: potency is read from the fitted curve at half-maximal effect; % of control where 0% means no effect; nearly all actives have a fitted effect of over 55% in size
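Quantitative HTS format with DMSO vehicle controls; 48 hr drug incubation at 37 C, then 40 min Hoechst staining and scanning imager measurement at 405 nm excitation.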
IL1B secr inh = blocks inflammasome-driven IL-1 beta release | activity change, % at 57.5 µM | hit rate 4.7% among 360,000 | THP-1 LPS/ATP IL-1B secretion, AlphaLISA, 16 h; active compounds read low; in the data active = activity change below about -50%; inconclusive = mostly about -30% to -49%; also: % is scaled to controls: 0 for no effect and ±100 for the full control effect
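THP-1 cells pretreated 1 hr with compounds (up to 57.5 uM final), then stimulated with LPS (250 ng/mL final) plus ATP (1.25 mM final); secreted IL-1B measured by AlphaLISA after 16 hr, decreased signal indicating inhibition.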
MCF10A rereplic = inducers of DNA re-replication in MCF 10A breast cells; MCF 10A DNA re-replication, Hoechst nuclear intensity, 48 h; Potency, µM (series often up to 46.1 µM), inactives show at the top dose activity, positive = re-replication, most hits filed as activators; hit rate 2.9% among 350,000; AID 624296; also: potency is read from the fitted curve at half-maximal effect; % of control where 0% means no effect; nearly all actives have a fitted effect of over 50% in size
KB-V1 cytotox = kills drug-selected multidrug resistant KB-V1 cells; KB-V1 MDR cells viability, CellTiter-Glo, 72 h; Potency, µM (top dose mostly 46.1 µM), without a hit: at the top dose activity change, negative = cytotoxicity, actives largely listed as cytotoxic; AID 1347076; hit rate 3.4% among 400,000; also: potency is read from the fitted curve at half-maximal effect; % is scaled to controls: 0 for no effect and ±100 for the full control effect; nearly all actives have a fitted effect of over 60% in size
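Compound-treated KB-V1 multidrug-resistant cells, 72 h, 37 degrees C; viability by CellTiter-Glo. Fitted qHTS curves give the values.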
HT1080-NT tox = kills 2HG-producing HT-1080-NT fibrosarcoma cells; hit rate 1.6% among 360,000; Potency, µM (doses to about 46.1 µM), inactives show at the highest dose activity, negative = less viability, actives largely listed as cytotoxic; HT-1080-NT fibrosarcoma viability, CellTiter-Glo ATP luminescence, 48 h;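 also: NT is the 2HG producing partner of a matched IDH1 knockdown line; potency is read from the fitted curve at half-maximal effect; 0% = DMSO-treated cells and -100% = media-only wells without cells; nearly all actives have a fitted effect of over 55% in size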
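Fibrosarcoma NT cells, 750 per well in 5% FBS RPMI, were exposed to compound for 48 hours. Viability: CellTiter-Glo luminescence.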
KB-3-1 cytotox = kills parental KB-3-1 adenocarcinoma cells; KB-3-1 viability, CellTiter-Glo ATP luminescence, 72 h; Potency, µM (series often up to 46.1 µM), inactives show at the highest dose activity change, negative = cytotoxic, usual class: cytotoxic; hit rate 1.4% among 400,000; AID 1347075; also: potency is read from the fitted curve at half-maximal effect; % is scaled to controls: 0 for no effect and ±100 for the full control effect; nearly all actives have a fitted effect of over 60% in size
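Cells are dispensed, compounds pinned in, plates held at 37 °C for 72 h, then CellTiter-Glo is added and luminescence read after 10 minutes. Cell line: parental KB-3-1 in phenol-red-free DMEM, 10% FBS.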
ATXN2 expr inh = inhibitors of ATXN2 expression | hit rate 0.72% among 360,000 | Potency, µM (series often up to 57 µM), without a hit: at the top dose activity change, negative = inhibition, most hits filed as inhibitors | AID 1745845 | HEK-293 ATXN2-luciferase reporter, luminescence, 24 h; also: potency is read from the fitted curve at half-maximal effect; % is scaled to controls: 0 for no effect and ±100 for the full control effect; nearly all actives have a fitted effect of over 55% in size
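qHTS (up to 57 uM final) was run with 24 h compound exposure of reporter cells at 37 °C. Each well was multiplexed: SteadyGlo luminescence measured ATXN2-luciferase expression after a fluorogenic Gly-Phe-AFC viability readout (25 uM final).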
WRN inhibitor = inhibitors of human WRN helicase; Q14191; WRN helicase unwinding, fluorescent forked duplex, kinetic; Potency, µM (top dose mostly 114 µM), without a hit: top-dose activity change, negative = inhibition, hits mostly inhibitors; hit rate 0.46% among 360,000; also: potency is read from the fitted curve at half-maximal effect; % is scaled to controls: 0 for no effect and ±100 for the full control effect; nearly all actives have a fitted effect of over 55% in size
Target sequence (Q14191 whole entry, looked up): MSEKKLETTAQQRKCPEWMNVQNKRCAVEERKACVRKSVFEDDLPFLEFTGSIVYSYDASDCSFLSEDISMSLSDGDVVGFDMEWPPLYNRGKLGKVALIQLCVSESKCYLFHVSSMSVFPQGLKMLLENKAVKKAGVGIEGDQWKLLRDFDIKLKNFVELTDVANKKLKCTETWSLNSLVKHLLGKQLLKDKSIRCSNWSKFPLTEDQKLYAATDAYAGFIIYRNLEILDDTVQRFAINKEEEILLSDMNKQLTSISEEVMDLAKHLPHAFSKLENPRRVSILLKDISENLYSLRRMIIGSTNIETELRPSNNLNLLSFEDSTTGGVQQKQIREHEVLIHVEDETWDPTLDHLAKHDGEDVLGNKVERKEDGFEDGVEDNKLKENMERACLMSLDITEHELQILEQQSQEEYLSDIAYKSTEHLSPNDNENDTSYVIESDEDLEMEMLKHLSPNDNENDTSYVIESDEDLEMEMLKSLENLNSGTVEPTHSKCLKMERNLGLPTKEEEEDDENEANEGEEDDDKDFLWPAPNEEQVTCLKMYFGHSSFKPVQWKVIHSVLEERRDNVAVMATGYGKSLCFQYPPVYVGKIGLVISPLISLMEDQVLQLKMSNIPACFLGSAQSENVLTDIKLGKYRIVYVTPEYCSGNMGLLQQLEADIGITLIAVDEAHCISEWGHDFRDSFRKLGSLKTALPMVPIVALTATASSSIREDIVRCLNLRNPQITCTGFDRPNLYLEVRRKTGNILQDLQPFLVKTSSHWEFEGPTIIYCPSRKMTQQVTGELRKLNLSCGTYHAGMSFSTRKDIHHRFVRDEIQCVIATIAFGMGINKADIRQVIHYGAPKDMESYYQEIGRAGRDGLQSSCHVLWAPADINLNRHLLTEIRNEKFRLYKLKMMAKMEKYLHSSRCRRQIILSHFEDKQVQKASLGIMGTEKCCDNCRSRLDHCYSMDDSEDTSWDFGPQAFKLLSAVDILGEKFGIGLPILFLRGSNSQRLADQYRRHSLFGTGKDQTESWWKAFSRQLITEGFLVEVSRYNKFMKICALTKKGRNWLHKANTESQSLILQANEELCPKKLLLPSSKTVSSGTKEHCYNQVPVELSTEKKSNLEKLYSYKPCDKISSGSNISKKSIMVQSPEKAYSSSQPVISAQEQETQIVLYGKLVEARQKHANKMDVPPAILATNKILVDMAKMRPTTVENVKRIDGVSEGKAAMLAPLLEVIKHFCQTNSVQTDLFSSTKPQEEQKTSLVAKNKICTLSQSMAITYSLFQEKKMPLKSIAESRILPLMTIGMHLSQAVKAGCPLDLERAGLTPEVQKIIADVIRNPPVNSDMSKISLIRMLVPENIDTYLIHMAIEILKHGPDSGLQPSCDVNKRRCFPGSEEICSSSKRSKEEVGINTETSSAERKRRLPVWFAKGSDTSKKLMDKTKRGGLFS
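Kinetic fluorescence helicase assay: unwinding of a quenched forked DNA duplex (100 nM final) with 2 mM ATP final raises red fluorescence (525/598 nm). Compounds sat 15 min at room temperature with 20 nM WRN beforehand.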
HT1080 IDH1KD tx = HT-1080 IDH1 knockdown cell toxicity (counter line); hit rate 2% among 360,000; HT-1080 IDH1 knockdown viability, ATP luminescence, 48 h; Potency, µM (series often up to 46.1 µM), inactives show top-dose activity, negative = toxicity, most hits filed as cytotoxic;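 also: potency is read from the fitted curve at half-maximal effect; 0% = DMSO wells and -100% = cell-free medium wells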
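% activity derives from luminescence (CellTiter-Glo), normalised to DMSO and no-cell wells. HT-1080-IDH1KD cells, 750/well, had 48 h compound exposure at 37 °C.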
The depositor's hits bear a star; i = inactive; ? = inconclusive; . = not tested or not shown; [ ] = another dose, or the depositor's remark. Unless noted, calls follow the shape of the dose curve; as a rule, active = well fitted curve in the direction sought with a large enough effect; inconclusive = small, poorly fitted or top-dose-only effect, or another doubt; inactive = no such curve, though single readings can be large; an effect the other way counts as inactive or inconclusive.

SMILES	SW480 rerep	IL1B secr inh	MCF10A rereplic	KB-V1 cytotox	HT1080-NT tox	KB-3-1 cytotox	ATXN2 expr inh	WRN inhibitor	HT1080 IDH1KD tx
CCOC(=O)c1c(CSC(=N)N)n(C)c2cc(Br)c(OC(C)=O)cc12	-57%[inhibitor]	-102*	-4%	-27%	?	-11%	?	4%	?
CC(C)CCN1CCN(C2CSCCSC2)CC1CCO (stereo not given)	?	15	?	12%	-3%	14%	-21%	14%	0%
O=C(c1ccc(Cl)nc1)N1CCN(S(=O)(=O)c2ccc3c(c2)OCCO3)CC1	2%	10	-11%	6%	-6%	2%	.	-3%	-11%
Cc1ccc(C(=O)Nc2ccc3nc(C)sc3c2)s1	-2%	-7	-1%	8%	2%	16%	33%[activator]	-2%	1%
CCOc1ccccc1NC(=O)N1CCCC(c2nc3c(nnn3Cc3ccc(C)cc3)c(=O)[nH]2)C1 (stereo not given)	-2%	-1	-7%	-2%	-22%	3%	-15%	-7%	?
Cc1cc(C)c(C#N)c(SCc2nc3ccccc3c(=O)[nH]2)n1	?	41	10µM*	-6%	1%	5%	2%	-5%	-1%
CCOC(=O)C1CCCN(c2c(NCCCN(CC)c3ccccc3)c(=O)c2=O)C1 (stereo not given)	2%	-7	-22%	20%	8%	-8%	-1%	4%	0%
O=C(CN1CCN(CC(=O)Nc2ccc3c(c2)OC2(CCCCC2)O3)CC1)Nc1cccc(F)c1	8%	.	?	5.8µM*	-5%	-13%	1%	?	-22%
Cc1cc(C)n(-c2nc3c(c(=O)n(C)c(=O)n3C)n2Cc2cccc(Br)c2)n1	6%	3	-1%	0%	2%	-3%	0%	2%	6%
COc1ccc(OC)c(NC(=O)c2cc(-c3cc(C)cc(C)c3O)n[nH]2)c1	20%	-1	?	?	?	-16%	-21%	1%	?
CCOC(=O)c1c(-c2cccs2)csc1NC(=O)c1ccncc1	-3%	-14	?	-11%	-1%	0%	?	8%	-8%
CCc1[nH]nc(C(=O)NC2CCCN(Cc3ccccc3F)C2)c1C (stereo not given)	-11%	16	-1%	-29%	1%	-29%	4%	-3%	-5%
O=C(NC1CCCC1)C1C(c2ccc(C(F)(F)F)cc2)=Nc2ccccc2N1C(=O)c1cccc(C(F)(F)F)c1 (stereo not given)	.	13	.	-23%	-10%	-21%	.	0%	-15%
COc1ccc(C2C=C(c3ccc(C)c(C)c3)Nc3ncnn32)c(OC)c1OC (stereo not given)	?	-14	?	0%	?	0%	-24%	-1%	?
Cc1ccc(N2CC(C(=O)NCCc3ccc(S(N)(=O)=O)cc3)CC2=O)cc1 (stereo not given)	-7%	26	1%	14%	2%	12%	4%	-5%	11%
Cc1cc2n(n1)C(c1cn(-c3ccccc3)nc1C)Nc1ccccc1-2 (stereo not given)	-5%	-9	12%	-7%	-6%	-6%	0%	-4%	-5%
CC1CCCC(C)N1CC(O)COc1c(F)cc(Br)cc1F (stereo not given)	9%	-18	8%	?	-20%	-10%	-17%	-13%[57.1 µM]	-2%
COC(=O)C(C#N)(CCC(=O)c1ccccc1)CCC(=O)c1ccccc1	.	53	.	-8%	16%	3%	3%	8%[57.1 µM]	23%
COc1nc(C)nc2c1sc(=S)n2C	-1%	25	-32%[inhibitor]	6%	-1%	6%	-3%	-10%	0%
CCN(CC)S(=O)(=O)c1cccc(C(=O)NCCCN2CCOCC2)c1	-6%	0	17%	?	-5%	-6%	4%	4%	17%
Cc1ccc(-c2ccc(/C=N/O)o2)cc1[N+](=O)[O-]	-2%	?	-2%	-12%	15%	-9%	.	1%	9%
Cc1cccc(C)c1OCCCCN1CCCCC1	-2%	2	5%	-2%	-1%	1%	.	9%	1%
CCOC(=O)N1CCN(C(=O)CN(c2ccccc2)S(C)(=O)=O)CC1	-5%	4	1%	0%	14%	6%	-13%	9%[57.1 µM]	?
CC(C)c1onc(C(=O)Nc2sc3c(c2C#N)CCC3)c1[N+](=O)[O-]	-4%	57	-4%	16%	-1%	-6%	-6%	-7%	1%
O=C(NCCCn1ccnc1)/C(=C/c1ccc(F)cc1)NC(=O)c1ccccc1	4%	-6	-2%	15%	11%	4%	-12%	0%	8%
Cc1cc(NN)nc2ccc(Cl)cc12	?	-16	18%	13µM*	-6%	?	0%	-7%	-5%
C=C(C)CCC(C)N1CCC(n2nccc2NC(=O)CCOc2ccccc2)CC1 (stereo not given)	?	i	0%	?	3%	-20%	-10%	-20%	-6%
Cc1ccc(-n2c(SCC(=O)N3CCOCC3)nnc2-c2ccncc2)cc1C	?	-2	3%	-14%	0%	13%	.	8%	0%
OCCC#Cc1ccc(CN2CCN(C3CCCCC3)C(CCO)C2)cc1 (stereo not given)	-5%	-19	1%	0%	1%	?	-4%	3%	-1%
CCCCN(C(=O)c1cc(CC)c(C)s1)c1c(N)n(CCC)c(=O)[nH]c1=O	?	27	19%	22%	10%	6%	-4%	-19%	8%

A draw from above in order of SMILES length, low to high:
SMILES	SW480 rerep	IL1B secr inh	MCF10A rereplic	KB-V1 cytotox	HT1080-NT tox	KB-3-1 cytotox	ATXN2 expr inh	WRN inhibitor	HT1080 IDH1KD tx
Cc1cccc(C)c1OCCCCN1CCCCC1	-2%	2	5%	-2%	-1%	1%	.	9%	1%
CCN(CC)S(=O)(=O)c1cccc(C(=O)NCCCN2CCOCC2)c1	-6%	0	17%	?	-5%	-6%	4%	4%	17%
C=C(C)CCC(C)N1CCC(n2nccc2NC(=O)CCOc2ccccc2)CC1 (stereo not given)	?	i	0%	?	3%	-20%	-10%	-20%	-6%

Next results follow:
SMILES	SW480 rerep	IL1B secr inh	MCF10A rereplic	KB-V1 cytotox	HT1080-NT tox	KB-3-1 cytotox	ATXN2 expr inh	WRN inhibitor	HT1080 IDH1KD tx
COCCCNC(=O)CSc1ccsc1[N+](=O)[O-]	2%	17	-1%	-8%	13%	-8%	.	-5%[11.6 µM]	-2%
Cc1c(C)n(C(=O)CN2CCN(c3ccccn3)CC2)c2ccccc12	1%	20	?	-26%	-4%	5%	-18%	-8%	-8%
CCOC(=O)[C@]12CCC=C1N(Cc1ccco1)C(=O)[C@H](CC(=O)NCc1ccc(C)o1)C2	.	0	.	-19%	23%	4%	9%	-23%	18%
CC(NC(=O)COc1ccccc1-c1ccccc1)c1ccccc1 (stereo not given)	10%	-23	4.6µM*	-14%	-3%	16%	-12%	-6%	-2%
COc1cc(C(=O)OCC(=O)NCc2ccccc2)cc(NC(=O)c2ccco2)c1OC	-1%	4	?	-16%	0%	?	-22%	-9%	-10%
COc1ccc(OC(C)C(=O)N(C)Cc2nc(-c3cccc(C)c3)no2)cc1 (stereo not given)	-4%	36	2%	-28%	0%	-14%	0%	-4%	-6%
Cc1[nH]n(-c2ccccc2)c(=O)c1/C=N/Nc1nncc(-c2ccccc2)n1	0%	40	3%	?	1.3µM*	7.3µM*	2.8µM*	-18%	0.79µM*
COc1ccc(CN2C3CCCC2CC(NC(=O)Nc2cccc(C)c2)C3)cc1 (stereo not given)	?	?	28%	-11%	?	-14%	-17%	-11%	?
CCCCOc1ccccc1NC(=O)c1ccc(=O)[nH]c1	-7%	24	0%	-6%	17%	10%	-3%	0%	20%
O=C(Cc1cccc(NC(=O)C2CCCN(C(=O)C3CC3)C2)c1)Nc1ccc(C(=O)N2CCCCC2)cc1 (stereo not given)	0%	-11	0%	0%	9%	0%	-2%	-5%	5%
C/C(=N\NC(=O)c1nnn(-c2nonc2N)c1COc1ccc(F)cc1)c1ccc(Cl)cc1	-15%	2	-1%	-3%	-2%	21%	-7%	1%	2%
CN1CCN(c2nc3ccccn3c(=O)c2/C=C(\C#N)S(=O)(=O)c2ccccc2)CC1	1%	-10	0%	-7%	0%	?	8%	-1%	2%
CCCc1cc(=O)[nH]c(SCc2cccc(C)c2)n1	2%	32	1%	-23%	-20%	0%	-13%	5%	1%
Cc1ccc(C(=O)NCc2ccc(F)cc2)cc1NC1=NC2CS(=O)(=O)CC2S1 (stereo not given)	-13%	1	5%	0%	24%	8%	7%	-10%	16%
Cn1c(CSCc2ccccc2Cl)nnc1SCC(=O)Nc1nccs1	-11%	10	12%	21µM*	-9%	0%	0%	-6%	1%[9.24 µM]
Nc1ccccc1Oc1ccc2ccccc2c1	4%	-3	28%	-3%	2%	-4%	.	-4%	-9%
O=c1c(-c2cccnc2)nc2ccccc2n1C(c1ccccn1)c1nc2ccccc2[nH]1 (stereo not given)	.	?	.	-28%	-14%	-5%	.	-7%	-3%
Cc1[nH]c2c(C)cccc2c(=O)c1Br	-5%[9.22 µM]	14	0%	-3%	5%	-12%	-7%	9%	2%
COc1ccc(CCN=C(N)NS(=O)(=O)c2cccs2)cc1OC	-6%	-23	0%	-2%	8%	0%	-8%	-5%	16%
COc1cc(NC(=O)COn2nnc3ccc(S(C)(=O)=O)cc32)cc(OC)c1	-7%	-17	-3%	-5%	-6%	0%	-7%	1%	-7%
O=C(O)CCCC(=O)OCc1c(-c2ccccc2)ncc2ccccc12	-4%	-1	-20%	8%	2%	7%	-8%	1%	2%
COc1ccccc1OCC(=O)Nc1ccc(-c2nnc(-c3ccco3)o2)cc1	-4%	17	3%	-10%	26%	3%	-16%	2%	17%
Cc1ccc(N/C(SCc2ccccc2C)=C(/C#N)C(=O)NCc2ccco2)cc1C	3%	-19	?	12µM*	-1%	?	-16%	-5%	-7%
CCc1ccc(S(=O)(=O)N2CCN(c3ccccc3OC)CC2)cc1	-1%	-12	7%	?	-7%	14%	-8%	0%	-12%
CC1CCc2c(sc3nc(C(C)(C)C)nc(N4CCN(C(=O)CCl)CC4)c23)C1 (stereo not given)	5.2µM*	-95*	15µM*	?	12µM*	?	?	-16%[57.1 µM]	4.6µM*
